# FEN1 inhibitor: human FEN1 inhibition | actives 0.35% (n = 390,000) | AID 588795 | P39748 | Recombinant FEN1 flap cleavage, fluorescence, 15 min | Potency, µM (titrated, usually from 114 µM), inactives show top-dose activity change, negative = inhibition, actives largely listed as inhibitors; further: nearly all actives have a fitted effect of over 65% in size
#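 Concentration–response screening of FEN1 (10 nM): 15 min compound preincubation at room temperature, reaction started with 50 nM substrate and read at 0 and 15 min. Corrected, normalized data were fitted by a four-parameter Hill equation.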
# KAT2A inh: GCN5L2 (KAT2A) acetyltransferase inhibition; actives 0.21% (n = 390,000); GCN5L2 HAT assay, ThioGlo1 CoA-SH fluorescence; Potency, µM (series often up to 58.9 µM), for inactives: top-dose activity change, negative = inhibition, most hits filed as inhibitors
# Target sequence (Q92830 whole entry, looked up): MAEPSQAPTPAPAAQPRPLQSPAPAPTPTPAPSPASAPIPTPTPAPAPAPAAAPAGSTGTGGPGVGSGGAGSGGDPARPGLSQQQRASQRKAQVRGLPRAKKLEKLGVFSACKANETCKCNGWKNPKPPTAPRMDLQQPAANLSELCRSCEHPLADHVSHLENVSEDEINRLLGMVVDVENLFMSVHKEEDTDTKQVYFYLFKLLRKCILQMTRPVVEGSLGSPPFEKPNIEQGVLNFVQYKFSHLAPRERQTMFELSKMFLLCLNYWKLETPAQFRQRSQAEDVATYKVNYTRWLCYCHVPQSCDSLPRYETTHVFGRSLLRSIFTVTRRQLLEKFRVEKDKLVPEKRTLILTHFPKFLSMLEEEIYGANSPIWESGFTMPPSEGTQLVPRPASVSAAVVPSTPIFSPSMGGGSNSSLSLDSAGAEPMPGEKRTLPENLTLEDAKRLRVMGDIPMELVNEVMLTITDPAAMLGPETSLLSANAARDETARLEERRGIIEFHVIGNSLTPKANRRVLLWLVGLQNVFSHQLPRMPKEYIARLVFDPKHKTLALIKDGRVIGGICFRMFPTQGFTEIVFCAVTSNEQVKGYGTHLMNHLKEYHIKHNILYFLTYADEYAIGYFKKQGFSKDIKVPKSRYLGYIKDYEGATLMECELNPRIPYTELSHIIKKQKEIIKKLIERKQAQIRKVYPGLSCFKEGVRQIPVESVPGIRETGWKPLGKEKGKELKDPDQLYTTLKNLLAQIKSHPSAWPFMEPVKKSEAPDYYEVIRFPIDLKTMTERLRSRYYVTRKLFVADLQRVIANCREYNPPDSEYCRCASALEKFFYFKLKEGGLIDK
#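 qHTS, 1536-well. 20nM enzyme, pH 7.5 HEPES/EDTA/Tween-20 buffer; 15 min compound preinc., RT. Start: 75uM H3(1-25), 70uM AcCoA, 50uM ThioGlo1. Read Ex340/Em540 at t=0 (autofluorescence flag) and t=20 min.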
# N370S GC mod: N370S glucocerebrosidase modulation, Gaucher chaperone candidate. P04062. N370S GC spleen homogenate, 4MU-glucoside fluorescence. Potency, µM (top dose mostly 59.4 µM), for inactives: at the highest dose activity change, negative = inhibition, actives largely listed as inhibitors. actives 0.092% (n = 330,000);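 further: 0% = full enzyme activity and -100% = no enzyme basal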
# * = called active by the depositor; ? = inconclusive; · = not tested or not shown; & = joins results of further samples; [ ] = remark or other dose. The call rests on the fitted dose curve; in most records, active means well fitted curve in the direction sought with a large enough effect; inconclusive means small, poorly fitted or top-dose-only effect, or another doubt; inactive means no such curve, though single readings can be large; an effect the other way counts as inactive or inconclusive. Unless noted, on the % scale 0 is the no-effect control and ±100 the full control effect; potency means the concentration at half of the fitted maximal effect.
SMILES,FEN1 inhibitor,KAT2A inh,N370S GC mod
CCCCCC(=O)Oc1cccc(N2C(=O)C3CCCCC3C2=O)c1 (stereo not drawn),-5%,-6%,-15%
Nc1nc(NCc2ccco2)nn1-c1ccccc1,2%,-2%,-4%
CS(=O)(=O)Nc1ccc(C(=O)Nc2ccccc2Sc2ccccc2)cc1,-3%,-5%,7%
Cc1noc(C)c1CN1C(=O)c2cccc([N+](=O)[O-])c2C1=O,1%,-1%,-3%
CC1CCN(CCCCOc2ccc(C(=O)c3ccccc3)cc2)CC1,-6%,-26%,-9%
CN1CCC(OC(=O)c2ccco2)CC1,2%,12%,3%
COc1ccc(NC(=O)OC(CN2CCCCC2)C(F)(F)F)cc1 (stereo not drawn),-12%,-2%,?
COCc1c(Br)c(C)nc(OCC(=O)N/N=C/c2cc(C)n(-c3ccc([N+](=O)[O-])cc3)c2C)c1C#N,-20%,22%,-9%
COc1ccccc1CNC(=O)CCCN1C(=O)CSc2c1c(C)nn2-c1ccccc1,-7%,-2%,·
Cc1oc(C)c2c(=O)ccc3c(c12)OC(N)=C(C#N)C3c1ccc(F)cc1 (stereo not drawn),-22%,-7%,-14%
CCCc1cc(Nc2cccc(OCC)c2)n2ncnc2n1,7%,0%,10%
Cc1ccccc1N(C(=O)c1csnn1)C(C(=O)NC(C)(C)C)c1cccs1 (stereo not drawn),3%,0%,-16%
O=C(N1CCC(n2nc(-c3ccccc3)oc2=O)CC1)C1(c2ccc(Cl)cc2)CC1,-19%,-4%,-2%
CCOC(=O)c1c(NC(=O)CSc2ncnc3ccccc23)sc(C(C)=O)c1C,?,-1%,13%
Cc1cc(Nc2ccc(F)c(Cl)c2)n2nc(C)nc2n1,-2%,-1%,6%
CC[C@H](C)[C@H](NC(=O)[C@H](Cc1ccc(O)cc1)NC(=O)[C@H](Cc1cnc[nH]1)NC(=O)[C@H](CCCNC(=N)N)NC(=O)[C@H](CC(C)C)NC(=O)[C@H](C)NC(=O)[C@H](CO)NC(=O)[C@H](Cc1ccc(O)cc1)NC(=O)[C@H](Cc1ccc(O)cc1)NC(=O)[C@H](CCCNC(=N)N)NC(=O)[C@H](C)NC(=O)[C@H](CCSC)NC(=O)[C@H](CC(=O)O)NC(=O)[C@H](CCC(=O)O)NC(=O)[C@H](C)NC(=O)[C@@H]1CCCN1C(=O)[C@H](C)NC(=O)[C@H](CC(=O)O)NC(=O)[C@H](CCC(=O)O)NC(=O)CNC(=O)[C@@H]1CCCN1C(=O)[C@H](CC(N)=O)NC(=O)[C@H](CC(=O)O)NC(=O)[C@@H]1CCCN1C(=O)[C@H](CCCCN)NC(=O)[C@H](CO)NC(=O)[C@@H]1CCCN1C(=O)[C@@H](N)Cc1ccc(O)cc1)C(=O)N[C@@H](CC(N)=O)C(=O)N[C@@H](CC(C)C)C(=O)N[C@H](C(=O)N[C@H](C(=O)N[C@@H](CCCNC(=N)N)C(=O)N[C@@H](CCC(N)=O)C(=O)N[C@@H](CCCNC(=N)N)C(=O)N[C@@H](Cc1ccc(O)cc1)C(N)=O)[C@@H](C)O)[C@@H](C)CC,·,-18%,0%
COC(=O)c1cccc(NC(=O)c2ccc[n+]([O-])c2)c1,3%,-19%,-3%
COc1ccc(NC(=O)CN(C)CC(=O)N(CC(C)C)c2c(N)n(CC(C)C)c(=O)[nH]c2=O)cc1,-5%,0%,·
O=C(Cc1ccccc1)N1CCNCC1,11%,-2%,-5%
Cc1c(C(=O)N2CCN(c3ccccc3)CC2)oc2c(Cl)cccc12,5%,-8%,·
CCOc1ccc(/C=C2\SC(N3CCCCC3)=NC2=O)cc1,-11%,-14%,17%
NS(=O)(=O)c1ccc(NC(=O)COC(=O)c2ccco2)cc1,1%,-10%,-4%
COc1ccc(Cl)cc1NC(=O)Nc1cccc([N+](=O)[O-])c1C,1%,-5%,-4%
CC(C)(C)c1ccc(C(=O)c2cn[nH]c2-c2ccccc2O)cc1,1%,-2%,-14%
Cc1c(Cl)cccc1NC(=O)NN1CCN(C)CC1,21%,5%,-3%
CCN(CC)CCCNC(=O)c1oc2ccc(S(=O)(=O)N3CC(C)CC(C)C3)cc2c1C (stereo not drawn),-1%,-2%,-18%
O=C(O)c1ccc(-n2nnc3ccccc32)c([N+](=O)[O-])c1,-4%,-6%,-1%
COc1ccc(/C=N/Nc2cc(C)nc3ccc(OC)cc23)c(OC)c1,22µM*,-13%,7%
Cc1nc2ccc(S(=O)(=O)N(CC(=O)Nc3cccc(C)c3C)Cc3ccccc3)cc2s1,15%,26%,·
COc1ccc(CNC(=O)CCc2c(C)nc3c(c2C)c(=O)n(C)c(=O)n3C)cc1,2%,-3%,·
O=C(Nc1cccnc1)c1noc2c1CCCCC2,-13%,-24%,6%
COc1ccc(NCc2nnc(SCC#N)n2-c2ccccc2OC)cc1,-7%,-8%,1%
O=C(Cc1ccccc1)Nc1ccc(NC(=O)c2ccco2)nc1,-3%,-16%,5%
COc1ccc(S(=O)(=O)N2CC(C)OC(C)C2)cc1C(=O)N1CCCCC1 (stereo not drawn),-4%,1%,2%
CCN(C(=O)Cn1cc(S(=O)(=O)Cc2ccccc2Cl)c2ccccc21)c1ccccc1,12%,?,·
C/C(=N\Nc1ccccn1)c1cccs1,-3%,-6%,-7%
CN(C)c1nc(Cl)cc(N2CCOCC2)n1,-10%,1%,-3%
CN(C)S(=O)(=O)Oc1ccc(C(=O)Nc2cccc(Cl)c2)cc1,-8%,-8%,9%
CCc1ccc(C(=O)N/N=C(\C)c2cccnc2)s1,-11%,0%,2%
CC(C)C1=NN(C(=O)c2ccccc2)C(O)(C(C)(C)C)C1 (stereo not drawn),-7%,3%,-3%
Cn1c(CCNC(=O)c2ccc(Cl)cc2)n[nH]c1=S,-6%,-17%,-19%
CCOc1ccc(-c2cccc(NS(=O)(=O)c3ccc([N+](=O)[O-])cc3)c2)nn1,10%,1%,-3%
COc1ccc(/C=N/NC(=O)c2ccc(OC)c(OC)c2)cc1COc1c(F)c(F)c(F)c(F)c1F,-26%,-8%,-12%
COc1ccc(C2N(c3ccc(OC)cc3)C(=O)C3CCCN32)cc1 (stereo not drawn),3%,0%,0%
CSc1nc2ccc3nc(NC(=O)c4ccccc4)sc3c2s1,-21%,1%,-4%
COC(=O)[C@@H]1C[C@@]2(O)[C@H](O)[C@H](O)[C@H](O)C[C@H]2N1Cc1cc(F)ccc1F,15%,-7%,2%&-5%
CCN(C(=O)c1ccc2c(Cl)c3c(nc2c1)CCC3)c1ccc(C)c(C)c1,-3%,-6%,0%
c1ccc(-c2noc(CSc3nc4ccccc4o3)n2)cc1,12%,-8%,1%

# Among those listed so far, five contain two or more sulfur atoms:
SMILES,FEN1 inhibitor,KAT2A inh,N370S GC mod
CS(=O)(=O)Nc1ccc(C(=O)Nc2ccccc2Sc2ccccc2)cc1,-3%,-5%,7%
Cc1ccccc1N(C(=O)c1csnn1)C(C(=O)NC(C)(C)C)c1cccs1 (stereo not drawn),3%,0%,-16%
CCOC(=O)c1c(NC(=O)CSc2ncnc3ccccc23)sc(C(C)=O)c1C,?,-1%,13%
Cc1nc2ccc(S(=O)(=O)N(CC(=O)Nc3cccc(C)c3C)Cc3ccccc3)cc2s1,15%,26%,·
CSc1nc2ccc3nc(NC(=O)c4ccccc4)sc3c2s1,-21%,1%,-4%

# (further entries)
SMILES,FEN1 inhibitor,KAT2A inh,N370S GC mod
COc1ccc(CC(=O)N2CCc3c([nH]c4ccccc34)C2c2ccc(SC)cc2)cc1 (stereo not drawn),-19%,-3%,·
O=C(CCNC(=O)c1ccc(Br)o1)NCc1ccc(Cl)cc1,-5%,-2%,?
Cc1ccc(NCc2ccco2)cc1C,-16%,-6%,-2%
COc1ccc(S(=O)(=O)NNC(=O)C(=O)NNc2ccccn2)cc1,12%,-8%,2%
Cc1cccnc1NC1(C(F)(F)F)N=C2SCCN2C1=O (stereo not drawn),12%,-8%,1%
Cc1c(C(=O)O)oc2c1-c1nn(Cc3ccc(Cl)cc3)cc1CC2,-11%,-9%,·
COC(=O)[C@H](Cc1ccccc1)NC(=O)NCc1ccccc1,-15%,-2%,-1%
Cc1ccc(-n2ncc3c(NCc4cccnc4)ncnc32)cc1C,1%,-10%,-13%
CCn1cc(C(=O)N2CCN(c3ccccc3)CC2)c(=O)c2cc(S(=O)(=O)N3CCC(C)CC3)ccc21,-15%,-10%,·
Cc1nnc2sc(SCC(=O)N3CCC(C)CC3)nn2c1=O,-10%,-26%,-5%
CCOC(=O)C1(Cc2cccc(Cl)c2)CCCN(C(=O)CCSC)C1 (stereo not drawn),26%,-17%,2%
O=C(CSc1nnc2ccccn12)c1ccccc1,37%,-6%,10%
COc1ccc(N2CC(C(=O)Nc3nnc(SCC(=O)c4ccccc4)s3)CC2=O)cc1 (stereo not drawn),-4%,-3%,-4%
COc1cccc(CN(C)C(=O)CN2C(=O)NC3(CCCc4ccccc43)C2=O)c1 (stereo not drawn),1%,3%,·
COc1cccc(-c2ccc(NC(=O)C3CCCN(CCCn4cccn4)C3)cc2)c1 (stereo not drawn),-16%,-7%,-23%
O=c1[nH]c2c(c(=O)n1Cc1ccccc1)CCC2,1%,-2%,13%
O=C(COC(=O)c1ccc(O)cc1)Nc1cccc(S(=O)(=O)NC2=NCCC2)c1,1%,-3%,·
CC1CCCCN1C(=S)NC(=O)c1ccco1 (stereo not drawn),-1%,-6%,·
CC(C)OCCCNC1=C(Cl)C(=O)c2ccccc2C1=O,-9%,-10%,-7%
Cc1nn(-c2ccccc2)c(Cl)c1C(=O)NCCCCNC(=O)c1c(C)nn(-c2ccccc2)c1Cl,0%,1%,5%
COc1ccc(-c2ccc(C3C4C=CCC(C)C4C(=O)N3Cc3ccccc3)c(F)c2)cc1OC (stereo not drawn),-23%,·,-4%
O=C(Cn1cc(C(F)(F)F)ccc1=O)Nc1ccc2c(c1)OCCO2,2%,-2%,·
CCn1c(=O)n(CC)c2cc(S(=O)(=O)N3CCCCC3)c(C)cc21,-7%,-4%,8%
CCCc1nnc(NC(=O)CCC(=O)NC2CC2)s1,18%,-1%,0%
CC12CCC(C(=O)Nc3ccccc3)(C/C1=N\O)C2(C)C (stereo not drawn),-4%,-13%,-2%
O=c1c2oc3ccccc3c2ncn1Cc1cccc(Cl)c1,17%,-4%,4%
COc1cc(/C=N/Nc2ccc(F)cc2F)cc(OC)c1O,-8%,-5%,-10%
O=C(O)[C@@H]1C[C@H](C(=O)O)N1,29%[57.1 µM],?,3%&5%
CC(C)CCCC(C)NC(=O)c1cc(S(=O)(=O)N2CCCCC2)ccc1N1CCOCC1 (stereo not drawn),-3%,-2%,·
CSc1ccccc1COC(=O)Nc1ccccc1C,-5%,-7%,4%
CN(C)CCN(Cc1ccccc1)c1ccnc(N(C)C)c1C#N,-1%,2%,-16%
Cc1cc(C(F)(F)F)nn1-c1nc(-c2ccco2)cc(C(F)(F)F)n1,12%,-4%,2%
O=C(NCCc1ccc(Cl)cc1)c1ccc(Nc2nc3ccccc3n3nnnc23)cc1,2%,-7%,·
COc1ccc(-c2onc(C)c2C)cc1S(=O)(=O)NC1CCC(C)CC1 (stereo not drawn),3%,-6%,·
O=c1c2c(-c3cccs3)csc2ncn1-n1cccc1,12%,-7%,-20%
C[C@H](CO)N1C[C@H](C)[C@@H](CN(C)C(=O)Nc2ccc3c(c2)OCO3)Oc2c(NS(=O)(=O)c3ccc(F)cc3)cccc2C1=O,-11%,-5%,·

# Profiles from above.
# Record of `CC(C)CCCC(C)NC(=O)c1cc(S(=O)(=O)N2CCCCC2)ccc1N1CCOCC1` (stereo not drawn) = FEN1 inhibitor = -3%; KAT2A inh = -2%; N370S GC mod = ·
# Record of `COc1ccc(-c2onc(C)c2C)cc1S(=O)(=O)NC1CCC(C)CC1` (stereo not drawn) = FEN1 inhibitor = 3%; KAT2A inh = -6%; N370S GC mod = ·
# Record of `O=C(NCCc1ccc(Cl)cc1)c1ccc(Nc2nc3ccccc3n3nnnc23)cc1` = FEN1 inhibitor = 2%; KAT2A inh = -7%; N370S GC mod = ·

# Next results follow:
SMILES,FEN1 inhibitor,KAT2A inh,N370S GC mod
CC(C)[C@H](NC(=O)c1ccc(Cl)c([N+](=O)[O-])c1)C(=O)NCc1ccc(F)cc1,-5%,13%,6%
CC(C)C1CC(C(F)(F)F)n2nc(C(=O)O)cc2N1 (stereo not drawn),8%,-1%,0%
Fc1ccccc1N1CCN(Cc2cnc(Cl)s2)CC1,0%,-2%,9%
COc1ccc(-n2nc(C(=O)Nc3ccccn3)c3c4ccccc4n(C)c3c2=O)cc1,-6%,-2%,·
Cc1ccc(CNC(=O)CSc2c3c(nc4cc(Cl)ccc24)CCCC3)o1,2%,-7%,-15%
CC1(C)CC(=O)C=C(C(=O)NC2CCCc3c2cnn3-c2cc(F)cc(F)c2)O1 (stereo not drawn),5%,-22%,-14%
Cc1ccc(S(=O)(=O)Nc2nc3ccccc3nc2NCc2ccco2)cc1C,-2%,-6%,20%

# Source: PubChem
